Screening data as filed in PubChem BioAssay.
FUS yeast rescue = rescues growth of FUS-expressing yeast; S. cerevisiae FUS-expressing, growth rescue, OD600, 24 h; 390,000 compounds, 0.24% hits; Potency, µM (highest dose often 76.6 µM), for the others: at the top dose growth rescue (activation), most hits filed as activators; AID 1347120;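 also: plate controls were DMSO vehicle for no effect and reference control for full effect; nearly all actives have a fitted effect of over 55% in size; some results filed as inactive show a strong effect at the top dose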
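Galactose (2%) drives FUS expression in yeast precultured in raffinose; seeding density OD 0.005. Test compounds incubated 24hr at 30C and 99% humidity before absorbance at 600 nm was measured.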
Abeta rescue = A-beta toxicity reversal in yeast | 410,000 compounds, 0.063% hits | Potency, µM (doses to about 46.1 µM), for the others: at the top dose growth rescue, usual class: activators | yeast expressing A-beta42, growth rescue, OD600, 48 h; response scale: 0% DMSO, 100% iron-clioquinol control | AID 1347071; also: nearly all actives have a fitted effect of over 55% in size
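Growth rescue measured by 600 nm absorbance after 48 h yeast culture at 30 C with compound. Values normalized between DMSO and an equimolar ferric chloride plus clioquinol control.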
Starred values were filed as active, the others as inactive; ? = inconclusive; [ ] = dose if it differs, or a comment. Calls follow the shape of the dose curve; as a rule, active = well fitted activation curve with a large enough effect; inconclusive = small, poorly fitted or top-dose-only effect; inactive = no such curve, though single readings can be large or run the other way. Potency is read from the fitted curve at half-maximal effect. Only part of the results is shown; the hit share may differ from the screen's.

Results follow in this order: FUS yeast rescue | Abeta rescue
COc1ccc(N(Cc2cccs2)C(=O)c2ccc(OC)c(Cl)c2)cc1
 : 44.8% | ?
COc1ccc(C)cc1NC(=O)NC(C)c1c(-n2cccc2)sc(C)c1C (stereo not drawn)
 : -3.2% | -0.3%
Cc1ccccc1NC(=O)C(Cc1ccccc1)N1Cc2ccccc2C1=O (stereo not drawn)
 : 13.4% | -21.5%
O=C(Nc1nc2nc(-c3ccccc3)cc(=O)n2[nH]1)c1ccc(F)cc1
 : -7.3% | -22.2%
COc1ccc(-c2cc(C(F)(F)F)n3nc(C(=O)OC(C)C)cc3n2)cc1
 : 18.0% | 2.2%
Cc1cn2c(=O)c(S(=O)(=O)Nc3ccc(F)cc3F)c(C)nc2s1
 : -12.8% | -6.5%
CCOc1cccc(C2c3[nH]c4ccccc4c3CCN2C(=O)CSCc2ccc(F)cc2)c1 (stereo not drawn)
 : 33.5% | -12.3%
Cc1cc(=O)n2nc(N3CCC(C(=O)Nc4ccc(Br)c(C)c4)CC3)sc2n1
 : -11.4% | -9.2%
Cc1nn(C)c2c1c(C(F)(F)F)cc(=O)n2CC(=O)NCCC(C)C
 : -10.2% | 5.2%
O=C(Nc1ccccc1C(F)(F)F)c1ccc2oc(=O)c(S(=O)(=O)c3ccc(F)cc3)cc2c1
 : 3.4% | -19.8%
COc1ccc(CNC(=O)C2CCN(C(=O)c3cnn(-c4ccccc4)c3-n3cccc3)CC2)cc1
 : ? | -14.8%
Clc1ccc(CSc2nc3ncccc3[nH]2)cc1
 : -27.9% | -7.3%
COc1ccc(S(=O)(=O)NCc2ccc3c(c2)CCN3C(C)=O)cc1OC
 : 12.5% | 5.7%
Cc1ccn2c(Nc3ccccc3C)c(-c3ccc(N4CCOCC4)cc3)nc2c1
 : 26.7% | 16.4%
O=S(=O)(c1cccc(F)c1)N1CCC(Oc2ccc(-n3cnnn3)cc2)CC1
 : -8.4% | 1.5%
CCc1ccc(NS(=O)(=O)c2ccc3[nH]cc(C(=O)NCCCOC(C)C)c(=O)c3c2)cc1
 : -3.4% | 10.6%
COc1ccc(OC)c(-n2cnc3cc(C(=O)NCCc4ccccc4)ccc32)c1
 : 9.2% | -6.7%
COc1ccc(CCNC(=O)C2CCN(c3nc4ccccc4nc3C(F)(F)F)CC2)c(OC)c1
 : -6.0% | 0.3%
Cc1cccc(Cn2c(SCc3ccc(C(=O)NCc4ccccc4F)cc3)nc3ccncc32)c1
 : 35.3% | -2.7%
O=C1NCCN(Cc2ccc(F)cc2)C1=O
 : -4.4% | -4.3%
COc1ccccc1OCCCn1c(C2CC(=O)N(c3ccc(F)cc3)C2)nc2ccccc21 (stereo not drawn)
 : 5.5% | -13.9%
COc1cccc(NC(=O)c2oc3ccc(S(=O)(=O)N4CCCCCC4)cc3c2C)c1
 : 11.3% | -16.2%
Cc1ccc(-c2cc(C(F)(F)F)n3nc(C(=O)Nc4ccc(Cl)cc4Cl)cc3n2)cc1
 : 5.1% | -15.9%
COc1ccc2c(c1)CC(NC(=O)Nc1c(C)cc(C)cc1C)CO2 (stereo not drawn)
 : -6.4% | -4.8%
COc1ccc2c(c1)c(=O)c(C(=O)c1ccccc1)cn2CC(=O)Nc1ccc2c(c1)OCCO2
 : -5.4% | -0.7%
CCOC(=O)c1c(C)oc2nc(C)nc(N3CCN(c4cccc(C(F)(F)F)c4)CC3)c12
 : 1.8% | -16.4%
O=C(Nc1c(C(=O)N2CCN(c3ccc(F)cc3)CC2)oc2ccccc12)c1ccco1
 : 38.7% | 10.3%
COc1ccc(CNC(=O)c2cc3sccc3n2C)cc1
 : -14.6% | 15.8%
Cc1ccccc1NC(=O)c1ccc(Cl)c(S(=O)(=O)N2CCCCCC2)c1
 : ? | ?
CCN(CCCNC(=O)Cn1ncc2c([nH]c3ccccc32)c1=O)c1cccc(C)c1
 : 15.8% | 13.2%

Next section; it opens with the two that closed the last part.
Results follow in this order: FUS yeast rescue | Abeta rescue
Cc1ccccc1NC(=O)c1ccc(Cl)c(S(=O)(=O)N2CCCCCC2)c1
 : ? | ?
CCN(CCCNC(=O)Cn1ncc2c([nH]c3ccccc32)c1=O)c1cccc(C)c1
 : 15.8% | 13.2%
Cc1ccc(-n2nc(C(=O)N(C)c3ccc(C)c(C)c3)c3c4ccccc4n(C)c3c2=O)cc1
 : 11.0% | -19.7%
COc1ccc(C(C)C)cc1S(=O)(=O)NCCc1c(C)[nH]c2ccc(C)cc12
 : ? | 15.6%
CCNc1nc(NC(C)(C)C)nc(Oc2ccc(=O)n(C)n2)n1
 : 1.0% | -13.0%
CCc1cccc(C)c1NC(=O)CCS(=O)(=O)c1ccc2c(c1)oc(=O)n2C
 : 13.4% | -7.2%
CCN(CC)c1ccc(CN(C(=O)c2cc(=O)c3ccccc3o2)C2CCS(=O)(=O)C2)cc1 (stereo not drawn)
 : 26.6% | 1.9%
Cc1ccc2ncc(C(=O)c3ccc(C)c(C)c3)c(S(=O)(=O)c3ccc(F)cc3)c2c1
 : 32.7% | 9.0%
Cc1cc2n(n1)CCCN2C(=O)Nc1ccccc1C(F)(F)F
 : 7.6% | -26.5%
O=C(NCc1ccccc1Cl)c1ccccc1NC(=O)c1nsc2ccccc12
 : -4.7% | -21.1%
Cc1ccc(Cn2c(=O)n(CCc3ccccc3)c(=O)c3c(C)c(C)sc32)cc1
 : -9.4% | -13.9%
CCOC(=O)C1CCCN(c2nc3c(S(=O)(=O)c4ccc(Br)cc4)nnn3c3ccsc23)C1 (stereo not drawn)
 : ? | -13.0%
COC(=O)c1c(-c2cccs2)csc1NC(=O)c1cc(OC)c(OC)c(OC)c1
 : 0.7% | -4.0%
CNC(=O)Cn1c(=O)c2cccn2c2ccc(F)cc21
 : -7.6% | -8.9%
Cc1ccc(CSc2ncc(Cl)c(C(=O)Nc3sc4c(c3C(N)=O)CCCC4)n2)cc1
 : 12.7% | -14.1%
CCc1ccc(NC(=O)CNC(=O)Cn2c(C)cc3ccccc3c2=O)cc1
 : -3.3% | -8.6%
CC1CCN(c2ccc(-c3cccc(NS(=O)(=O)c4ccc(Cl)s4)c3)nn2)CC1
 : ? | 10.4%
CCOc1ccc(CCNC(=O)c2cccc(Nc3nc4ccccc4nc3-n3nc(C)cc3C)c2)cc1OCC
 : -18.8% | -5.8%
Cc1cc(C)c(S(=O)(=O)Nc2ccc(-c3ccc(N4CCCCC4)nn3)cc2)c(C)c1
 : ? | -15.6%
Cc1ccccc1NC(=O)c1ccc2nc(Cc3ccccc3)oc2c1
 : -1.0% | 8.5%
COc1ccc(NC(=O)Nc2nnc(SCC(=O)Nc3cccc(C)c3C)s2)cc1
 : -6.5% | -8.7%
Cc1cccc(NC(=O)CSc2nc(-c3cccs3)cc(C(F)(F)F)c2C#N)c1C
 : ? | -2.5%
NC(=O)c1ccccc1NC(=O)Cn1nc(Cc2cccnc2)c2ccccc2c1=O
 : 5.6% | -3.8%
CCCNC(=O)c1cnc2c(-c3ccc(OCC)c(OCC)c3)c(C)nn2c1-c1ccccc1
 : 3.7% | -11.7%
CCC(Sc1nnc(C)n2c1cc1sccc12)C(=O)Nc1ccccc1F (stereo not drawn)
 : 6.1% | -19.5%
CCc1ccccc1NC(=O)CSc1nnc(CC)c(CC)n1
 : -4.6% | 11.5%
CCCCC(=O)N1CCc2cc(OC)c(OC)cc2C1COc1ccc(OC)cc1 (stereo not drawn)
 : 31.3% | -8.2%
CC(C)COc1ccc(C(=O)Nc2cc3nn(-c4ccccc4)nc3cc2Cl)cc1
 : -19.0% | -13.3%
CCCCN(CC)C(=O)CSc1nc2n[nH]c(C)c2c(=N)n1-c1cccc(OC)c1
 : ? | -0.8%
COc1cccc(CSc2nc3cc(C(=O)NC4CCCC4)ccc3c(=O)n2Cc2ccccc2)c1
 : -15.9% | -7.8%
CCC(CC)c1nn2c(=O)cc(COc3ccc(NC(=O)c4ccccc4Cl)cc3)nc2s1
 : -32.7% | 3.0%
COc1ccc(S(=O)(=O)Nc2cc3c(C(=O)OC(C)C)c(C)oc3c3ccccc23)cc1
 : ? | 0.0%
O=C(COC(=O)c1cc(-c2ccccc2)nc2ccccc12)c1ccc(Br)cc1
 : -10.0% | -7.3%
CCS(=O)(=O)N1CCC2(CC1)OC(=O)C(C)=C2C(=O)NCc1ccccc1C
 : 24.8% | -7.3%
COc1ccc(-c2nn3c(=O)cc(CN4CCN(S(=O)(=O)c5ccc(C)cc5)CC4)nc3s2)cc1
 : 23.7% | -6.8%
CCSc1ncc(Cl)c(C(=O)Nc2ccc(S(=O)(=O)N3CCCCC3CC)cc2)n1 (stereo not drawn)
 : 42.5% | -6.3%
COc1cc(CN(C(=O)c2ccccc2F)C2CCS(=O)(=O)C2)cc(OC)c1OC (stereo not drawn)
 : 2.3% | 9.5%
Cc1c(CNC2CCC(C)CC2)c(C(=O)O)c(C)n1Cc1ccc(Cl)cc1 (stereo not drawn)
 : 33.7% | 9.3%
O=C(CCC1N=C2c3ccccc3N=C(SCc3ccc(F)cc3)N2C1=O)NC1CCCCC1 (stereo not drawn)
 : 12.9% | 5.5%
COc1ccc(Nc2ncc(C(=O)Nc3cccc(OC)c3)c3ccccc23)cc1
 : ? | -9.2%
Cc1c(-c2cccc(NC(=O)Nc3ccccc3)c2)nc2ncccn12
 : 11.4% | -7.9%
COc1ccc(-n2cnc3cc(C(=O)NCCC4=CCCCC4)ccc32)cc1
 : ? | -18.8%
COc1ccc(Br)cc1C(=O)Nc1cccc2ccc(C)nc12
 : -15.0% | 5.6%
COc1ccc(CCNc2nc(SCc3cccc(Cl)c3)nc3ccccc23)cc1OC
 : 16.5% | 6.1%
Cc1ccc(-c2cn3c(n2)sc2cc(C(=O)NCCCN4CCCCC4)ccc23)cc1
 : 21.2% | -49.2%[inhibitor]
COc1ccc(-c2nc(SCC(=O)NC3CCCC3)c(-c3ccc(C)cc3)[nH]2)cc1OC
 : 11.1% | -18.0%
CCOC(=O)CSc1nc2ccccc2c(=O)n1CCc1ccc(OC)c(OC)c1
 : 27.2% | -14.7%

Four of these compounds in another layout:
O=C(CCC1N=C2c3ccccc3N=C(SCc3ccc(F)cc3)N2C1=O)NC1CCCCC1 (stereo not drawn)
  FUS yeast rescue: 12.9%
  Abeta rescue: 5.5%
COc1ccc(Nc2ncc(C(=O)Nc3cccc(OC)c3)c3ccccc23)cc1
  FUS yeast rescue: ?
  Abeta rescue: -9.2%
Cc1c(-c2cccc(NC(=O)Nc3ccccc3)c2)nc2ncccn12
  FUS yeast rescue: 11.4%
  Abeta rescue: -7.9%
COc1ccc(-n2cnc3cc(C(=O)NCCC4=CCCCC4)ccc32)cc1
  FUS yeast rescue: ?
  Abeta rescue: -18.8%

(list continues)
Results follow in this order: FUS yeast rescue | Abeta rescue
CCc1cccc(NC(=O)c2cnc(SC)nc2-c2ccccc2)c1
 : ? | -38.6%[inhibitor]
Cc1nn(CC(=O)O)c(=O)c2cc3cc(F)ccc3n12
 : -13.9% | -9.2%
Cc1cc2n(n1)CCC(=O)N2Cc1ccc(C(=O)Nc2cc(Cl)ccc2C)cc1
 : 25.9% | -17.9%
Cc1c(CNC2CCCCCC2)c(C(=O)O)c(C)n1Cc1c(F)cccc1Cl
 : 7.8% | 14.9%
Cc1cc(NC(=O)c2ccc(NC(=O)CCS(=O)(=O)c3cccs3)cc2)ccc1Br
 : 0.7% | -3.6%
O=C(Cc1ccccc1)N(Cc1cccnc1)c1nc2c(Cl)cccc2s1
 : 10.6% | -19.6%
Cn1c(SCC(=O)N2CCCc3ccccc32)ncc(C(=O)Nc2ccc(Cl)cc2)c1=O
 : 4.5% | -4.2%
CCOC(=O)N1CCc2c(sc3c2c(=O)n(CCc2ccccc2)c(=O)n3Cc2ccc(F)cc2)C1
 : 37.0% | -2.0%
CCC(C)NC(=O)C1CCN(C(=O)c2ccc(-n3ccc4ccccc43)s2)CC1 (stereo not drawn)
 : 26.0% | 24.4%
COc1ccc(CCNC(=O)c2ccc3c(c2)ncn3-c2ccc(C)cc2C)cc1OC
 : ? | -12.1%
Cc1nn(C)c(C)c1S(=O)(=O)N(CC(=O)NCCc1ccccc1)c1ccc(C(C)C)cc1
 : -25.3% | -6.8%
Cn1c(=O)c2sccc2n2c(CCCC(=O)NCc3ccccc3)nnc12
 : -7.6% | -13.1%
CCOC(=O)c1ccc(NC(=O)Cn2c3ncccc3c(=O)n2-c2ccc(C)c(C)c2)cc1
 : 42.6% | 9.7%
CCOc1ccc(N2CC(C)Cn3c2nc2c3c(=O)n(CC(=O)O)c(=O)n2C)cc1 (stereo not drawn)
 : 6.1% | -15.2%
CCOc1ccccc1C(=O)N1CCCCC1CCN1CCOCC1 (stereo not drawn)
 : -4.8% | -9.6%
CCCOC(=O)C(C)n1nnc2sc(-c3ccccc3)cc2c1=O (stereo not drawn)
 : -9.9% | 1.7%
Cc1nc(-c2cccc(S(=O)(=O)N3CCC(C(=O)NCc4ccccc4Cl)CC3)c2)no1
 : ? | -4.8%
CCOCCCNC(=O)c1ccc2nc(CCc3ccccc3)oc2c1
 : 22.8% | -6.1%
CCN(C(=O)CCS(=O)(=O)c1cc2[nH]c(=O)c(=O)[nH]c2cc1C)c1ccccc1
 : 0.6% | -7.7%
Cc1ccc2c(c1)c1c(c(=O)n(Cc3ccccc3)c(=O)n1CC(=O)NCc1ccccc1Cl)n2C
 : 6.2% | -10.2%
